All columns: NCI-60 one-dose screen, growth in % after 48 h at 10 µM unless noted; 100 = growth as untreated, 0 = no growth, -100 = all killed.
HS 578T – HS 578T breast cancer; AID 1794788; 4.1% of 78,000 active
T-47D – T-47D breast cancer; 5% of 79,000 active
SR – SR leukemia cells; 8.7% of 73,000 active
MDA-MB-468 – MDA-MB-468 breast cancer; 8.5% of 78,000 active
BT-549 – BT-549 breast cancer | 4.4% of 78,000 active | AID 1794793
MDA-MB-231 – MDA-MB-231 breast cancer; AID 1794789; 5% of 81,000 active
MCF7 – MCF7 breast cancer. 6.3% of 82,000 active. AID 1794796
K-562 – K-562 leukemia | 7.4% of 78,000 active
The depositor's hits bear a star; . = no result given. The calls were made as follows: active = growth percent below 10; inactive = the rest.

Sample of the layout, two compounds:
cpd	mol	HS 578T	T-47D	SR	MDA-MB-468
1	COc1ccc(-c2c(NC(=O)Nc3ccc(Cl)cc3)cnn2-c2ccc(S(N)(=O)=O)cc2)cc1	85	74	77	91
2	N#CCc1ccc([N+](=O)[O-])cc1	98	99	105	97

cpd	BT-549	MDA-MB-231	MCF7	K-562
1	82	89	84	69
2	102	100	90	114

The listing, from the start:
cpd	mol	HS 578T	T-47D	SR	MDA-MB-468
1	COc1ccc(-c2c(NC(=O)Nc3ccc(Cl)cc3)cnn2-c2ccc(S(N)(=O)=O)cc2)cc1	85	74	77	91
2	N#CCc1ccc([N+](=O)[O-])cc1	98	99	105	97
3	CCN1CCN(Cc2ccc(C(=O)Nc3cccc(C#Cc4cccc5[nH]nc(N)c45)c3)cc2C(F)(F)F)CC1	-16*	-67*	.	-86*
4	COc1cc(C=C2C(=O)NC(=O)NC2=O)cc(CN2CCCC2)c1O	100	107	103	114
5	N#C[C@@H]1CC2C=CC1C2 (some centres not stated)	109	95	106	104
6	Cc1cc(Cl)ccc1Nc1nc(C(F)(F)F)ccc1C(=O)N/N=C/c1ccc([N+](=O)[O-])cc1	97	-1.5*	-1.8*	.
7	CCCSc1ccc2nc(NC(=O)OCC3(C)COC3)[nH]c2c1	108	92	64	89
8	CNCc1cccc2c1OCCCCCC[C@@](C)(O)CC1(CC1)S(=O)(=O)c1ccc(cc1)-c1cnc(N)c(n1)C(=O)N2	-41*	34	.	-98*
9	O=C(Nc1cccc(-n2cc(-c3ccncc3)c(-c3ccc(Cl)c(O)c3)n2)c1)c1ccc(N2CCOCC2)c(C(F)(F)F)c1	15	69	.	66
10	COC(=O)c1c2c(c(C)[n+]([O-])c1C)C(=O)C=C(NCc1cccc(OC)c1)C2=O	-22*	-44*	-8.2*	-68*
11	COc1ccc(C2c3[nH]c4ccc(Cl)cc4c3CCN2c2oc(CO)nc2C#N)cc1 (configuration not stated)	69	43	17	25
12	COc1ccc(OC)c(Nc2nc3c(s2)C2=CC[C@H]4[C@@H]5CC[C@H]([C@H](C)CCCC(C)C)[C@@]5(C)CC[C@@H]4[C@@]2(C)CC3)c1	102	105	98	97

cpd	BT-549	MDA-MB-231	MCF7	K-562
1	82	89	84	69
2	102	100	90	114
3	.	-91*	-85*	.
4	116	112	101	104
5	110	114	106	105
6	6.0*	-52*	-48*	-1.5*
7	100	94	71	.
8	-75*	-93*	-90*	-38*
9	64	23	61	8.0*
10	-95*	-17*	-65*	-24*
11	.	60	32	20
12	122	105	.	93

Additional results follow:
cpd	mol	HS 578T	T-47D	SR	MDA-MB-468
13	NCCNCCCc1cccs1	101	83	90	94
14	Nc1nnc(-c2ccc(OCc3nnc(-c4ccccc4Cl)o3)cc2)s1	88	103	98	89
15	O=C(Nc1cccc(OS(=O)(=O)c2ccc(F)cc2)c1)C12CC3CC(CC(C3)C1)C2	84	41	36	68
16	COc1cc(C2C(C#N)=C(N)Oc3cc4c(cc32)OCO4)cc2c1OCO2 (configuration not stated)	23	54	15	-8.2*
17	COc1cccc(C(=O)N(c2ccc(F)c(C(F)(F)F)c2)C(C(=O)NC(C)(C)C)c2cc3c(C)cc(C)cc3nc2Cl)c1 (configuration not stated)	83	56	70	72
18	CCN(CC)CCNC(Cc1ccccc1)c1ccccc1 (configuration not stated)	79	95	77	89
19	C=CCn1c(SCC(=O)c2ccc(Cl)cc2)nnc1-c1ccc(Cl)cc1	87	89	80	78
20	O=C(CC(=O)OCc1ccccc1)OCc1ccccc1	91	101	112	.
21	C/C(=N\Nc1ccc(Cl)cc1)C(=O)O	94	39	32	93

cpd	BT-549	MDA-MB-231	MCF7	K-562
13	100	94	93	90
14	106	93	85	104
15	69	51	57	45
16	35	37	17	.
17	99	63	76	.
18	114	81	107	89
19	149	91	107	80
20	94	96	95	106
21	74	48	72	.

Exported with two lines to a compound: part of the list above
Under each structure – HS 578T, T-47D, SR, MDA-MB-468, BT-549, MDA-MB-231, MCF7, K-562
15: O=C(Nc1cccc(OS(=O)(=O)c2ccc(F)cc2)c1)C12CC3CC(CC(C3)C1)C2
 : 84, 41, 36, 68, 69, 51, 57, 45
17: COc1cccc(C(=O)N(c2ccc(F)c(C(F)(F)F)c2)C(C(=O)NC(C)(C)C)c2cc3c(C)cc(C)cc3nc2Cl)c1 (configuration not stated)
 : 83, 56, 70, 72, 99, 63, 76, .
20: O=C(CC(=O)OCc1ccccc1)OCc1ccccc1
 : 91, 101, 112, ., 94, 96, 95, 106
16: COc1cc(C2C(C#N)=C(N)Oc3cc4c(cc32)OCO4)cc2c1OCO2 (configuration not stated)
 : 23, 54, 15, -8.2*, 35, 37, 17, .

From PubChem BioAssay

Rows are unselected. Share with any hit: about 14%.
